Bioassay records: PubChem BioAssay, National Center for Advancing Translational Sciences (NCATS)
Anesthetic bind: qHTS Assay for Identification of Novel General Anesthetics. Ferritin light chain (Equus caballus), P02791. apoferritin/1-aminoanthracene competitive binding, fluorescence. actives 0.074% (n = 350,000). Potency, µM (highest dose often 77.5 µM), for the others: top-dose activity change, negative = displacement, actives largely listed as inhibitors; also: potency is read from the fitted curve at half-maximal effect; % is scaled to controls: 0 for no effect and ±100 for the full control effect; nearly all actives have a fitted effect of over 20% in size
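Apoferritin-based anesthetic binding model; compound displacement of fluorescent 1-AMA measured as endpoint fluorescence after 10 minutes at room temperature, scaled to free-ligand and complex controls.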
POLH inh: qHTS for Inhibitors of Polymerase Eta; DNA polymerase eta (Homo sapiens), Q9Y253; recombinant Pol eta, fluorescent DNA replication assay; Potency, µM (doses to about 114 µM), for inactives: at the highest dose activity change, negative = inhibition, usual class: inhibitors; actives 1.2% (n = 390,000); also: potency is read from the fitted curve at half-maximal effect; % is scaled to controls: 0 for no effect and ±100 for the full control effect
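Pol eta at 10 nM preincubated with compounds 15 min at room temperature; reaction started with fluorescent substrate (50 nM final) and read kinetically at 0 and 10 min.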
LDHA inh: qHTS assay for inhibitors of human lactate dehydrogenase | L-lactate dehydrogenase A chain (Homo sapiens), P00338 | purified LDHA, NADH/diaphorase-resazurin fluorescence; hits give low values | activity change, % (values are at about 110 or 230 µM) | actives 0.15% (n = 480,000); in the data active = activity change below about -30%; inconclusive = mostly about -25% to -30%;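 also: plate controls were DMSO wells for no effect and wells without enzyme for full effect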
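LDH5 2 nM; NADH 0.06 mM, pyruvate 0.2 mM; 200 mM Tris pH 7.4, EDTA, Tween-20; 5 min RT. Detection: diaphorase 0.133 mg/mL + resazurin 37 µM, fluorescence ex540/em590 at 0 and 20 min; normalized to enzyme-free and DMSO wells.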
BLM inh: qHTS Assay for Inhibitors of Bloom's syndrome helicase (BLM); recombinant BLM DNA unwinding, fluorescence dequenching; AID 2528, 2010; Potency, µM (doses to about 56.1 µM), without a hit: at the top dose activity change, negative = inhibition, most hits filed as inhibitors; RecQ-like DNA helicase BLM (Homo sapiens), P54132; actives 0.2% (n = 350,000);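 also: potency is read from the fitted curve at half-maximal effect; plate controls were vehicle for no effect and no enzyme for full effect; nearly all actives have a fitted effect of over 35% in size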
Glioma ERSR ind: qHTS for Inducers of the Endoplasmic Reticulum Stress Response (ERSR) in Human Glioma: qHTS | U87-MG GRP78 promoter luciferase reporter, 16 h | Potency, µM, inactives show at the top dose activation, usual class: activators | actives 0.02% (n = 420,000) | AID 602332, 2012; also: potency is read from the fitted curve at half-maximal effect; series mostly up to about 76 µM; % of control where 0% means no effect; nearly all actives have a fitted effect of over 35% in size
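ERSR induction read as luciferase luminescence (Bright-Glo, 10 min at room temperature) in stably transfected human U87-MG glioma cells exposed to compounds for 16 h, using GRP78 as sensor.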
APEX1 inh: qHTS Assay for Inhibitors of the Human Apurinic/apyrimidinic Endonuclease 1 (APE1); DNA repair nuclease/redox regulator APEX1 (Homo sapiens), P27695; recombinant APE1, TAMRA/BHQ-2 abasic DNA cleavage fluorescence; Potency, µM (top dose mostly 65.8 µM), inactives show at the top dose activity change, negative = inhibition, usual class: inhibitors; actives 0.35% (n = 350,000); AID 2517, 2012;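 also: potency is read from the fitted curve at half-maximal effect; plate controls were vehicle for no effect and reference inhibitor for full effect; nearly all actives have a fitted effect of over 55% in size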
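APE1 at 0.75 nM final was preincubated with compound 15 min at room temperature, then 50 nM double-stranded THF abasic-site substrate (5'-TAMRA/3'-BHQ-2) was added. Fluorescence (ex 525/em 598 nm) was read kinetically; third-minus-first read gave activity.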
Pol kappa inh: qHTS for Inhibitors of Polymerase Kappa. DNA polymerase kappa (Homo sapiens), Q9UBT6. purified Pol kappa, fluorescent DNA synthesis assay, 10 min. Potency, µM (top dose mostly 107 µM), without a hit: at the top dose activity, negative = inhibition, usual class: inhibitors. actives 0.53% (n = 400,000). AID 588579, 2011; also: potency is read from the fitted curve at half-maximal effect; % is scaled to controls: 0 for no effect and ±100 for the full control effect
Target sequence (Q9UBT6 whole entry, looked up): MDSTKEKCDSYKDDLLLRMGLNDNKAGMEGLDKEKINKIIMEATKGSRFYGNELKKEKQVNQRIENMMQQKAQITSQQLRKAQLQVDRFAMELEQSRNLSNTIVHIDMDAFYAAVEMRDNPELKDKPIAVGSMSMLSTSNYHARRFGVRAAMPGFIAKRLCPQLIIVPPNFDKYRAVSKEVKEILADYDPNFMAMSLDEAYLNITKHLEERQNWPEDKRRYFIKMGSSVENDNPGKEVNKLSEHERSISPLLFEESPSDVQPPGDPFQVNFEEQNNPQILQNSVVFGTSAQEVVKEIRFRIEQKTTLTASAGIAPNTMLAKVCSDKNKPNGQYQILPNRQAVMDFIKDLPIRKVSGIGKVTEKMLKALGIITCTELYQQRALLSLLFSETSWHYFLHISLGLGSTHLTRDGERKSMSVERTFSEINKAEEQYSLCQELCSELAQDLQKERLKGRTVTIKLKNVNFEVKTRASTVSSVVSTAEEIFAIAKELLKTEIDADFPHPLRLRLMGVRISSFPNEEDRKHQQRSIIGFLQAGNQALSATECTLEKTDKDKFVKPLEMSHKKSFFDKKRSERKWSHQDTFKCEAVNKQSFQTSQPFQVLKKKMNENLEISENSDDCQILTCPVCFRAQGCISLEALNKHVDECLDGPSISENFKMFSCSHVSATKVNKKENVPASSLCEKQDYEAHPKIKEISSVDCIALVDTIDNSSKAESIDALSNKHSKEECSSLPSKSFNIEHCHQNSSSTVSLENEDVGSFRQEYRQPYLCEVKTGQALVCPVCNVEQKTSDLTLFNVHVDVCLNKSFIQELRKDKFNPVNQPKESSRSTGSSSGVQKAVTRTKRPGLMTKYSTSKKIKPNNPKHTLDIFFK
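Kinetic fluorescence readout at 0 and 10 min followed reaction start with substrate at 50 nM final. Beforehand, enzyme (10 nM Pol kappa) stood 15 min with compound at room temperature; buffer-only wells were negative controls.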
POLI inh: qHTS for Inhibitors of Polymerase Iota. Pol iota fluorescent replication assay, 10 min. Potency, µM (titrated, usually from 115 µM), for the others: at the highest dose activity, negative = inhibition, actives largely listed as inhibitors. actives 1% (n = 390,000); also: potency is read from the fitted curve at half-maximal effect
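Fluorescent replication assay read twice, at 0 min and 10 min after adding 50 nM (final) substrate. Enzyme (10 nM) and compounds were first incubated 15 min at room temperature; enzyme-free buffer wells were negative controls.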
POLB inh: qHTS Assay for Inhibitors of DNA Polymerase Beta. Pol beta primer extension/strand displacement, fluorescence kinetic. P06746. actives 1.3% (n = 340,000). Potency, µM (doses to about 114 µM), inactives show at the top dose activity change, negative = inhibition, hits mostly inhibitors; also: potency is read from the fitted curve at half-maximal effect; % is scaled to controls: 0 for no effect and ±100 for the full control effect
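Curves were derived by four-parameter Hill fits of normalized qHTS data. The kinetic fluorescent primer-extension read was taken at 0 and 10 min after 50 nM substrate, following a 15 min room-temperature preincubation of 10 nM enzyme with compounds.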
* = called active by the depositor; ? = inconclusive; . = not tested or not shown; & = joins results of further samples; [ ] = remark or other dose. Unless noted, calls follow the shape of the dose curve; as a rule, active = well fitted curve in the direction sought with a large enough effect; inconclusive = small, poorly fitted or top-dose-only effect, or another doubt; inactive = no such curve, though single readings can be large; an effect the other way counts as inactive or inconclusive.

molecule,Anesthetic bind,POLH inh,LDHA inh,BLM inh,Glioma ERSR ind,APEX1 inh,Pol kappa inh,POLI inh,POLB inh
COc1ccc(-n2c(=S)[nH]c3cc(C(=O)NCc4ccco4)ccc3c2=O)cc1OC,-14%&-14%,-22%&-13%,-3&-2,-9%&-2%,-7%&-6%,0%&-7%,-6%&-1%,-8%&45%,45%&8%
COc1ccccc1-c1oc2ccccc2c1-c1ccc2cc[nH]c2c1,.,-13%,1,.,6%,28%,-5%,19%,.
CCOC(=O)c1c(C)c(-c2ccccc2)n(CC(=O)Nc2cccc(C)c2C)c1C,3%,-9%,-7,-1%,-2%,.,-2%,2%,30%
O=C(O)c1ccc(Nc2nc(-c3ccccc3)c3ccccc3n2)cc1,-8%,-1%,0,-2%,-7%,?,-3%,45%[activator],4%
Cc1ccc(S(=O)(=O)NCC(c2ccccc2)N2CCCCC2)cc1 (stereo unspecified),-4%,-7%,-4,-1%,-6%,1%,-5%,31%[activator],46%
CCCCCCCn1c(NC(=O)CC)nc2ccccc21,-3%,-20%,2,1%,-4%,1%,-6%,75%[activator],-8%
Cc1ccc(N2CC(C(=O)Nc3ccccc3N3CCCC3)CC2=O)cc1 (stereo unspecified),-6%,-14%,-1,-3%,-2%,-8%,3%,-20%,6%
COc1ccc(CC(=O)NCC(=O)N/N=C(/C)c2ccco2)cc1,-12%,-7%,-6,-2%,-4%,9%,-2%,-18%,2%
Cn1c(SCC(=O)c2cc3ccccc3o2)nnc1-c1ccccc1,-21%,-7%,-9&-7,-8%,1%,-2%,-24%,?,-13%
COc1cccc(OCc2nc3ncc(Br)cc3[nH]2)c1,-12%,3%,-8,-6%,-1%,0%,11%,?,1%
Cc1cnc(C(=O)OCC(=O)N(C(C)C)C(C)C)cn1,-6%,2%,-7,-1%,-3%,19%,-3%,8%,12%
Cc1ccc(NC(=O)C2CCCN2S(=O)(=O)c2ccc3c(c2)n(C)c(=O)c(=O)n3C)cc1C (stereo unspecified),-16%&1%,0%&-20%,0&-6,-3%&3%,0%&-1%,25%,-16%&-15%,33%&10%[activator],6%&15%
CC(C)(C)C(=O)Nc1ccc(C(=O)CN2C(=O)NC3(CCOc4ccccc43)C2=O)cc1 (stereo unspecified),.,-3%,4,.,-1%,11%,-5%,39%[activator],.
C=CCN1C(=O)N(CC=C)c2cccc3cccc1c23,4%,-21%,5,-11%,2%,-1%,-5%[60.1 µM],17%,-9%
CCNc1nc(NCC)nc(SCCOC(=O)Nc2ccccc2)n1,-15%,?,-1,-7%,1%,-1%,-17%,4%,-18%
CC(=O)N1CCN(CC(=O)Nc2ccccc2C(=O)Nc2ccccc2)CC1,.,-15%,-3,.,2%,7%,3%,13%,.
Cc1cc(Cl)ccc1N(CC(=O)NCCSCc1ccco1)S(C)(=O)=O,-11%,-10%,-3,-7%,0%,18%,-5%,176%[activator],?
CCc1ccn2cc(-c3cc(-c4ccccc4)no3)nc2c1,-8%,-18%,-5,2%,-14%,-11%,-25%,-15%,33%
O=C(O)CN1CCNCC1,-9%,.,.,-1%,.,-2%,.,.,-1%
Cn1c(CC(=O)NNC(=O)c2cncc(Br)c2)nc2ccccc21,.,-15%,-1,.,-2%,-1%,-4%,14%,.
CCOC(=O)c1ccccc1NC(=O)c1cc2sccc2n1C,5%,-1%,-5,-8%,-3%,-3%,-8%,0%,12%
Cc1ccc(-c2nn(-c3cccc(F)c3)cc2CNCc2cccnc2)o1,-13%,-16%,2,-7%,2%,-6%,-4%,68%[activator],36%
CCN(CC)c1ccc(CN2CCC(C(=O)NCc3ccc(C)cc3)CC2)cc1,-4%,-9%,-1,-12%,-6%,8%,4%,26%,2%
CCCCC[C@@H]1C=C(C(=O)O)[C@H](c2ccc(C)cc2)N1S(=O)(=O)c1ccc(C)cc1,.,-5%,3,.,-2%,-8%,-7%,5%,.

A stretch from further up:
molecule,Anesthetic bind,POLH inh,LDHA inh,BLM inh,Glioma ERSR ind,APEX1 inh,Pol kappa inh,POLI inh,POLB inh
CC(C)(C)C(=O)Nc1ccc(C(=O)CN2C(=O)NC3(CCOc4ccccc43)C2=O)cc1 (stereo unspecified),.,-3%,4,.,-1%,11%,-5%,39%[activator],.
C=CCN1C(=O)N(CC=C)c2cccc3cccc1c23,4%,-21%,5,-11%,2%,-1%,-5%[60.1 µM],17%,-9%
CCNc1nc(NCC)nc(SCCOC(=O)Nc2ccccc2)n1,-15%,?,-1,-7%,1%,-1%,-17%,4%,-18%

Continuation:
molecule,Anesthetic bind,POLH inh,LDHA inh,BLM inh,Glioma ERSR ind,APEX1 inh,Pol kappa inh,POLI inh,POLB inh
CC(C)CC1C(C#N)=C(N)Oc2n[nH]c(-c3ccccc3)c21 (stereo unspecified),-6%,-28%,-2,1%,-5%,5%,-2%,45%[activator],-19%
Cc1cccc(C(=O)NC2CCN(C(=O)N3CCOCC3)CC2)c1,-5%,4%,-15,0%,0%,3%,-16%,4%,2%
O=C(O)CSc1nnc(-c2ccc(Cl)cc2Cl)n1Cc1ccccc1,6%,-15%,-2,-2%,-2%,0%,-11%,-5%,9%
O=C1C2CCCN2C(c2ccccc2F)N1c1ccc(F)cc1 (stereo unspecified),6%,-10%,-5,1%,-3%,3%,2%,3%,-1%
O=C(c1cccc2ccccc12)C1CCCN(C(=O)CCc2cnccn2)C1 (stereo unspecified),-15%,-8%,-5,-2%,-2%,1%,-1%,18%,0%
O=C(Nc1nccs1)C(Br)C(Br)c1ccccc1 (stereo unspecified),-14%,-21%,-4,-8%,1%,13%,0%,19%,2%
CC(Cc1ccccc1)C(=O)Nc1ccccc1 (stereo unspecified),?,-6%,-11,-5%&-4%,1%,?,-10%,-1%,-10%
O=C(CCc1nnc(-c2ccc3c(c2)OCO3)o1)NCCc1ccccc1F,-10%,-12%,-3,2%,-1%,4%,-14%,43%[activator],7%
CCn1c(SCC(=O)N(C(C)C)C(C)C)nnc1-c1cc2ccccc2cc1O,?,-1%,5,-6%,-4%,4%,-11%,51%[activator],15%
Cn1cc(C(c2ccccc2OCC(=O)O)c2cn(C)c3ccccc23)c2ccccc21,-10%,1%,-6,-3%,-5%,34%,-13%,82%[activator],-3%
COc1ccc(OCC(CO)N2CCN(c3ccccc3)CC2)cc1 (stereo unspecified),.,-18%,-3,.,0%,.,-3%,49%[activator],.
Cc1c(CCOC(=O)c2cc([N+](=O)[O-])cc([N+](=O)[O-])c2)sc[n+]1CC(=O)c1ccc(Br)cc1,?,-10%,2,2%,-2%,4%,-2%,72%[activator],?

The list continues.
Results follow in this order: Anesthetic bind, POLH inh, LDHA inh, BLM inh, Glioma ERSR ind, APEX1 inh, Pol kappa inh, POLI inh, POLB inh
COc1ccc(-c2nc(S(=O)(=O)c3ccccc3)c(NCCCN3CCOCC3)o2)cc1
 : ., -18%, 0, ., -3%, 5%, -18%, 9%, .
COc1ccc(OCCNC(=O)CSc2ccc(C(F)(F)F)cc2[N+](=O)[O-])cc1
 : -6%, -6%, 0, 5%, -3%, 24%, -17%, 164%[activator], 9%
Cc1ccc(Cl)cc1N1CCN(C(=O)C2CCCN(Cc3nc(-c4cccc(Cl)c4)oc3C)C2)CC1 (stereo unspecified)
 : -4%, -18%, 3, -9%, -3%, ., -2%, 17%, 40%
O=C(CCN1C(=O)c2ccccc2C1=O)N1CCN(C(=O)c2ccccc2)CC1
 : -7%, 8%, -1, -2%, -4%, -1%, -1%, 5%, 24%
COc1ccccc1NC(=O)CCS(=O)(=O)c1ccccc1
 : -3%, -12%, -1, 1%, 4%, 2%, 1%, 30%[activator], 5%
COc1ccc(S(=O)(=O)Nc2ccc(-c3ccc(N4CCCC4)nn3)cc2)cc1F
 : 3%, 0%, -17, 0%, -2%, ., -16%[60.1 µM], -25%, -24%
COCCNC(=S)Nc1cc(OC)c(OC)cc1C#N
 : -10%, -10%, -12, 54%[activator], 1%, 23%, -20%, -7%, 9%
COC(=O)c1ccc(Oc2nc(N3CCCCC3)nc(N3CCOCC3)n2)cc1
 : -4%, -13%, 2, -9%, 0%, -4%, -9%, 23%, 1%

This is a subset, so the mix of outcomes need not match the whole.
